# Screening results deposited in PubChem BioAssay by Vanderbilt High Throughput Screening Facility.
# GluA2 TARP mod: modulators of AMPA receptor GluA2-stargazin complexes. O88602+P19491. HEK293 GluA2+stargazin, membrane potential dye (FDSS), glutamate EC50; hits were called plate by plate, in both directions. calls only at 30 µM. 40,000 compounds, 3.5% hits. AID 1259245;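 active means any of four per-well response measures lying three or more SD from its plate-wide compound average, in either direction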
# Target sequence (O88602 whole entry, looked up): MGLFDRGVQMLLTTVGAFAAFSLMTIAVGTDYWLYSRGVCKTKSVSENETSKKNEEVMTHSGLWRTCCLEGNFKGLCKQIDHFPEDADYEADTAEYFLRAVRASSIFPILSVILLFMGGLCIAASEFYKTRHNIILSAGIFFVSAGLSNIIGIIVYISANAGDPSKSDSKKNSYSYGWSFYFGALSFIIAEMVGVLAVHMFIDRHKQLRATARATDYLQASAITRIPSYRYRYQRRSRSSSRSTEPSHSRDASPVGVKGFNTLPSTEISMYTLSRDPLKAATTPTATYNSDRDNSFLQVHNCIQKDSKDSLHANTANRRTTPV
# Target sequence (P19491 whole entry, looked up): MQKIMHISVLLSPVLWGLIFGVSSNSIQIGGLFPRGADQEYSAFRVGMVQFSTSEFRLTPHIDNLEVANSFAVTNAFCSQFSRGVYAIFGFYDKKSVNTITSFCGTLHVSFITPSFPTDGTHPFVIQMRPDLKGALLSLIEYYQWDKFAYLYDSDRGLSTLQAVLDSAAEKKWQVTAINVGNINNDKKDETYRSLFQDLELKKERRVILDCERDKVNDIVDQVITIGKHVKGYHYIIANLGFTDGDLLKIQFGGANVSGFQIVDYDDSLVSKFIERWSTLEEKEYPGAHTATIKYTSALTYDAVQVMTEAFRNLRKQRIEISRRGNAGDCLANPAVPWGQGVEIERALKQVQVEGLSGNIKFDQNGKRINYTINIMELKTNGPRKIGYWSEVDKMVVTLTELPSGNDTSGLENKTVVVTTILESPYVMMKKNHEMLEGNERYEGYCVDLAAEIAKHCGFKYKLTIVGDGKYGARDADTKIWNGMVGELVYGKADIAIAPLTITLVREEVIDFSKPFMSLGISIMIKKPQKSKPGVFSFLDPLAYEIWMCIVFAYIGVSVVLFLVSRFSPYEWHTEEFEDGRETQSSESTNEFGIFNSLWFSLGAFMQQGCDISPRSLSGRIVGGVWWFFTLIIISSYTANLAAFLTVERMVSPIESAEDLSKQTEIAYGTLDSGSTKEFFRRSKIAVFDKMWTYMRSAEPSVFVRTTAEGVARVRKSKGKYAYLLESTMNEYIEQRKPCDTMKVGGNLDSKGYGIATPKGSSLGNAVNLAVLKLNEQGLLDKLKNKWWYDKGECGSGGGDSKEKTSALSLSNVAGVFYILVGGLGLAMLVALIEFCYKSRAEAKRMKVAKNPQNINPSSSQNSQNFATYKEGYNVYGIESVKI
# GluA2 TARP mod agonism max-min: further read-out of GluA2 TARP mod, marked with its call; compound max-min signal; compound-alone response (agonism);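 unitless range of fluorescence divided by baseline over first 100 seconds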
# GluA2 TARP mod glutamate slope: recorded beside GluA2 TARP mod, whose call it bears; glutamate slope, % of max; measured here: glutamate response slope, % max;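 scaled per plate between vehicle wells and maximal 1 mM glutamate control wells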
# Starred values were filed as active, the others as inactive; i = inactive; + = active, no number. These rows are one share of the data; count on the stated rates, not on these rows.
GluA2 TARP mod agonism max-min	GluA2 TARP mod glutamate slope	GluA2 TARP mod	canonical_smiles
0.21	47	i	COc1cccc(CCNC(=O)Cc2csc(Nc3cccc(Cl)c3)n2)c1
0.13	55	i	Cn1nc(NC(=O)Cc2ccccc2Cl)c2c1NC(=O)CC2c1cccs1 (centres undefined)
0.14	75	i	O=S(=O)(Cc1cccc(F)c1)NCc1cccc(Oc2ccc(F)cc2)c1
0.11	64	i	COc1cccc(S(=O)(=O)N2CCC(Cn3ccnc3C)CC2)c1
0.03	43	i	COc1ccc(C(=O)Nc2ccc3c(c2)CCCN3S(C)(=O)=O)cc1OC
0.042	50	i	Cc1cc(NC(=O)c2ccccc2C(=O)O)no1
0.13	57	i	CCS(=O)(=O)N1CCCc2cc(NC(=O)Nc3ccc(OC)cc3)ccc21
0.059	62	i	Cc1cc(C)c(Cn2c(CCNC(=O)c3ccco3)nc3ccccc32)c(C)c1
0.06	40	i	CCCCc1ccc(NC(=O)c2cc(-c3ccco3)nc3c2c(C)nn3C2CCS(=O)(=O)C2)cc1 (centres undefined)
0.074	70	i	COCC(C)NC(=O)C(=O)NCc1cccs1 (centres undefined)
0.083	50	i	COc1ccc2nc(NC(=O)C3CCN(S(=O)(=O)c4ccc(F)cc4)CC3)sc2c1
0.067	59	i	CCCCOC(=O)c1ccc(NC(=O)CNC(=O)c2cn(C)nc2OC)cc1
0.063	76	i	CCCS(=O)(=O)N1CCCc2ccc(NS(=O)(=O)c3ccc(OC)c(C)c3)cc21
0.065	52	i	CC1CCc2c(sc(NC(=O)c3ccno3)c2-c2nc3ccccc3s2)C1 (centres undefined)
0.1	48	i	COc1ccc2nc(N(Cc3ccncc3)C(=O)/C=C/c3cccc([N+](=O)[O-])c3)sc2c1
0.073	40	i	CCOc1ccccc1-n1c(C)cn2c3c(=O)n(CCN4CCOCC4)c(=O)n(C)c3nc12
0.12	40	i	COCCn1nnn(-c2ccc(NC(=O)Cc3ccc(SC(C)C)cc3)cc2)c1=O
0.11	66	i	Cc1ccccc1-n1ncc2c(=O)n(CC(=O)N3CCC(C)CC3)cnc21
0.052	37	i	COc1ccc(-n2c(C)cn3c4c(=O)n(Cc5ccccc5C)c(=O)n(C)c4nc23)c(OC)c1
0.13	79	i	Cc1cc(C)n(CCN2CCN(C(=O)NCc3cccc4ccccc34)CC2)n1
0.039	59	i	CCC(=O)N1CCN(c2ccc(N3CCOCC3)nn2)CC1
0.047	51	i	CC1Cc2cc(-c3cc(CC(=O)NCC4CCCO4)no3)ccc2O1 (centres undefined)
0.12	70	i	COc1ccc2nc(N3CC(C(=O)Nc4cccc5nc(C)ccc45)C3)sc2c1
0.08	51	i	Cc1nc2sc(C(c3ccc(F)c(F)c3)N3CCC(Cc4ccccc4)CC3)c(O)n2n1 (centres undefined)
0.071	6	i	Cc1sc(NC(=S)NC(=O)COc2ccc(Br)cc2Cl)c(C(N)=O)c1C
0.081	39	i	CCOC(=O)C1CCN(CC(O)COc2cc(C)cc(C)c2C)CC1 (centres undefined)
0.12	52	i	COc1ccc(OC)c(NC(=O)CCc2c(C)nn(-c3nc(C)cc(=O)[nH]3)c2C)c1
0.086	67	i	COc1ccc(CCNC(=O)N2CC(=O)Nc3ccccc32)cc1
0.11	69	i	O=C(NCCCS(=O)(=O)N1CCN(c2ccccc2)CC1)c1n[nH]c2ccccc12
0.075	47	i	O=C1CC(NC(=O)c2cc(Cl)ccc2Cl)CN1 (centres undefined)
0.073	63	i	COc1cccc(S(=O)(=O)NCC2CCN(C(=O)NC(C)(C)C)CC2)c1
0.13	62	i	Cc1csc(NC(=O)CSc2ccc(NC(=O)C(C)C)nn2)n1
0.12	67	i	COc1ccc(SCCC(=O)Nc2nc(-c3cc(OC)ccc3OC)cs2)cc1
0.099	56	i	COCCNC(=O)Cn1nc2c(c1NC(=O)Cc1ccc(F)cc1)CSC2
0.11	63	i	Cc1nnc(CNC(=O)C(=O)NC(C)c2ccccc2)o1 (centres undefined)
0.14	63	i	Cc1c(Cl)cccc1S(=O)(=O)NCC1CCN(c2ncccn2)CC1
0.11	59	i	O=C(Nn1cnc2c(cnn2-c2cccc(Cl)c2)c1=O)c1ccc(Cl)cc1Cl
0.071	2	i	CCCN1CCCc2cc(CCNC(=O)C(=O)Nc3cc(Cl)ccc3C#N)ccc21
0.047	31	i	Cc1ccc(-n2ccnc2N2CCN(C(=O)c3ccc4c(c3)OCO4)CC2)cc1
0.17	53	i	CCCNC(=O)c1c(N)n(CC(C)C)c2nc3ccccc3nc12
0.055	31	i	Cc1ccc(C(=O)Nc2ccc3c(c2)CCCN3S(C)(=O)=O)cc1[N+](=O)[O-]
0.049	62	i	CCOCC(=O)NCCS(=O)(=O)N1CCc2ccccc2C1
0.14	53	i	CN1CCc2c(sc(NC(=O)C3CCCCC3)c2-c2nc3ccccc3s2)C1
0.061	27	i	COC(=O)C(C)Sc1ccc(NC(=O)c2ccc(C)cc2)nn1 (centres undefined)
0.081	54	i	O=C1CC(N2CCN(c3ccccc3)CC2)C(=O)N1c1ccc(SC(F)F)cc1 (centres undefined)
0.07	-6	i	COc1ccc(C(=O)Nc2ccc(-n3c(C)nc4ncccc4c3=O)cc2C)cc1
0.032	17	i	Cc1ccc2c(=O)c(-c3nc(-c4ccccc4C)no3)cn(CC(=O)N3CCc4ccccc4C3)c2n1
0.044	70	i	COc1ccc(OC)c(-c2ccc(SCC(=O)Nc3ccc(NC(C)=O)cc3)nn2)c1
0.074	61	i	Cc1cc(NC(=O)CSc2nnc(N3CCN(C(=O)COc4ccccc4F)CC3)s2)no1
0.14	65	i	Cn1nc(NC(=O)c2cnccn2)c2c1NC(=O)CC2c1ccco1 (centres undefined)
0.2*	37*	+	O=C(NCc1ccccc1)N1CCN(c2ccc3nnc(-c4ccco4)n3n2)CC1
0.048	40	i	O=C(NCCOc1ccc2nnc(-c3ccccc3Cl)n2n1)c1cccs1
0.055	44	i	Cc1[nH]c2ccccc2c1C(=O)CN1CCCCC1
0.099	57	i	O=C(Nc1nnc(Cc2cccs2)o1)c1cccc(N2C(=O)CCC2=O)c1
0.093	31	i	CC(C)N1CCc2c(sc(NC(=O)Cc3ccc(F)cc3)c2-c2nc3ccccc3s2)C1
0.056	28	i	COc1ccc(-c2cc(CC(=O)N3CCCC(C)C3)no2)cc1OC (centres undefined)
0.067	66	i	CC(SC1=NCCN1S(=O)(=O)c1ccc(Br)cc1)c1ccccc1 (centres undefined)
0.11	50	i	C#CCSc1ccnc2c1c(=O)n(C)c(=O)n2C
0.095	54	i	CC(C)c1ccc(-n2nnc(C(=O)NC3CCCCC3)c2N)cc1
0.089	53	i	COc1ccc(-c2c(C)oc3c4c(ccc3c2=O)OCN(CC(C)C)C4)cc1

# 13 structures from above, ordered by formula weight, ascending:
GluA2 TARP mod agonism max-min	GluA2 TARP mod glutamate slope	GluA2 TARP mod	canonical_smiles
0.055	44	i	Cc1[nH]c2ccccc2c1C(=O)CN1CCCCC1
0.11	63	i	Cc1nnc(CNC(=O)C(=O)NC(C)c2ccccc2)o1 (centres undefined)
0.095	54	i	CC(C)c1ccc(-n2nnc(C(=O)NC3CCCCC3)c2N)cc1
0.14	65	i	Cn1nc(NC(=O)c2cnccn2)c2c1NC(=O)CC2c1ccco1 (centres undefined)
0.056	28	i	COc1ccc(-c2cc(CC(=O)N3CCCC(C)C3)no2)cc1OC (centres undefined)
0.13	62	i	Cc1csc(NC(=O)CSc2ccc(NC(=O)C(C)C)nn2)n1
0.089	53	i	COc1ccc(-c2c(C)oc3c4c(ccc3c2=O)OCN(CC(C)C)C4)cc1
0.073	63	i	COc1cccc(S(=O)(=O)NCC2CCN(C(=O)NC(C)(C)C)CC2)c1
0.047	31	i	Cc1ccc(-n2ccnc2N2CCN(C(=O)c3ccc4c(c3)OCO4)CC2)cc1
0.048	40	i	O=C(NCCOc1ccc2nnc(-c3ccccc3Cl)n2n1)c1cccs1
0.2*	37*	+	O=C(NCc1ccccc1)N1CCN(c2ccc3nnc(-c4ccco4)n3n2)CC1
0.067	66	i	CC(SC1=NCCN1S(=O)(=O)c1ccc(Br)cc1)c1ccccc1 (centres undefined)
0.044	70	i	COc1ccc(OC)c(-c2ccc(SCC(=O)Nc3ccc(NC(C)=O)cc3)nn2)c1

# The list continues:
GluA2 TARP mod agonism max-min	GluA2 TARP mod glutamate slope	GluA2 TARP mod	canonical_smiles
0.12	53	i	COC(=O)c1sc2ccccc2c1S(=O)(=O)Nc1ccc(C)c(Cl)c1
0.12	69	i	COc1ccc(NC(=O)Cc2ccc(SC)cc2)cc1
0.075	52	i	COc1ccc(CCNC(=O)CSC2=NS(=O)(=O)c3ccccc3N2)cc1OC
0.12	54	i	Cc1c(-c2nnc(-c3ccccc3Cl)o2)nnn1-c1ccccc1
0.07	42	i	CCCN(CCC)S(=O)(=O)c1cccc([N+](=O)[O-])c1
0.074	34	i	CC(=O)Nc1ccc(C(=O)NCCNC(=O)c2cccs2)cc1
0.041	46	i	NCC(c1ccsc1)N1CCOCC1 (centres undefined)
0.15	48	i	CCOc1ccc(S(=O)(=O)Nc2cccc(Cl)c2C)cc1
0.09	91	i	COc1ccccc1-c1ccc(=O)n(CC(=O)NCCNC(=O)c2ccc(NC(=O)C3CC3)cc2)n1
0.045	40	i	COc1ccccc1N1CCCn2c1nc1c2c(=O)n(CCc2ccccc2)c(=O)n1C
0.13	52	i	CCc1nn2c(C)cc(C)nc2c1-c1ccccc1
0.062	40	i	COc1cc(S(=O)(=O)N2CCN(c3ccc(F)cc3)CC2)c(C)cc1C
0.086	39	i	CCCn1c(=O)c2c(nc3n2CC(C)CN3c2ccc(OC)cc2)n(C)c1=O (centres undefined)
0.1	58	i	CC(C)N1C(=O)S/C(=C2\SC(=O)N(C(C)C)C2=O)C1=O
0.11	65	i	CS(=O)(=O)N1CCC(CNC(=O)C(=O)Nc2cccnc2)CC1
0.091	46	i	Nc1c(C(=O)c2cccs2)sc2nc3c(cc12)CCC3
0.081	81	i	COc1ccc(-c2nc(NC(=O)c3ccc(S(=O)(=O)N(C)C4CC4)cc3)sc2C)cc1
0.072	42	i	O=C(COc1ccc2c(c1)OCO2)N1CCN(c2ccc3nnc(C4CC4)n3n2)CC1
0.056	42	i	CCOC(=O)CCC(=O)NCC1CCN(S(=O)(=O)C2CC2)CC1
0.1	51	i	CC(C)(Oc1ccc(Cl)cc1)C(=O)NCCC(O)c1cccs1 (centres undefined)
0.047	47	i	O=C(CCS(=O)(=O)c1ccccc1)N(CCN1CCOCC1)c1nc2c(F)cccc2s1
0.1	62	i	Cc1cc(N2CCCCC2)n2nc(C)c(-c3ccccc3Cl)c2n1
0.072	40	i	N#Cc1ccc(C(=O)N(CCN2CCOCC2)c2nc3c(F)cccc3s2)cc1
0.12	54	i	COc1ccc(Cl)cc1NC(=O)CSc1nc(=O)n(N2CCN(C)CC2)c2c1CCC2
0.08	38	i	CCn1c2ccccc2c2cc(NC(=O)CN3CCN(C4c5ccccc5-c5ccccc54)CC3)ccc21
0.1	65	i	CC(=O)N1CCN(c2nnc(SCC(=O)Nc3cc(C)on3)s2)CC1
0.11	71	i	O=C(Nc1ccc2cn[nH]c2c1)c1cc(-c2ccco2)on1
0.11	54	i	COc1ccc(CC(=O)Nc2nc(-c3cc(C)ccc3C)cs2)cc1
0.14	45	i	CCOC(=O)C1=C(C)N=c2s/c(=C/c3cn(CC)nc3C)c(=O)n2C1c1ccc(O)cc1 (centres undefined)
0.063	54	i	CCC(=O)c1ccc(OCC(O)CN2CCN(S(=O)(=O)N3CCCCC3)CC2)cc1 (centres undefined)
0.074	50	i	COc1ccc(NS(=O)(=O)c2ccc(Br)cc2)cc1N1CCCC1=O
0.091	56	i	CC1CN(C(=O)COc2ccc(Cl)cc2Cl)c2ccccc2NC1=O (centres undefined)
0.061	66	i	CC1Cc2ccccc2N1C(=O)C1CCCN(c2ccc(-n3cccn3)nn2)C1 (centres undefined)
0.035	55	i	COc1ccccc1CNC(=O)C(=O)Nc1c2c(nn1C(C)(C)C)CSC2
0.048	57	i	Cc1ccc(-n2nc3c(c2NC(=O)C(=O)NC(C)CCc2ccccc2)CSC3)c(C)c1 (centres undefined)
0.078	55	i	CC(C)(C)c1ccc(OCC(=O)Nc2ccc(S(=O)(=O)N3CCOCC3)cc2)cc1
0.062	59	i	CCc1ccc(N2CCCn3c2nc2c3c(=O)n(CC(C)=O)c(=O)n2C)cc1
0.16	60	i	Cc1cc(N2CCCCC2)nc(NCCNC(=O)Nc2ccc3c(c2)OCO3)n1
0.14	50	i	CC(O)(CNS(=O)(=O)c1ccccc1Cl)c1ccc2c(c1)OCO2 (centres undefined)
0.1	60	i	COc1cccc(NC(=O)CCc2csc(NS(=O)(=O)c3ccc(C)cc3)n2)c1
0.075	55	i	CCc1ccc(-n2nnnc2SC(C)C(=O)Nc2nnc(CC)s2)cc1 (centres undefined)
0.046	45	i	Cc1cc(OCC(O)CN2CCN(C)CC2)ccc1Cl (centres undefined)
0.06	47	i	COc1cc(NC(=O)CSc2ccc(NC(=O)c3ccco3)nn2)cc(OC)c1
0.12	57	i	CCOc1ccccc1NC(=O)CCc1csc(NS(=O)(=O)c2ccc(F)cc2)n1
0.066	58	i	CCOc1ccccc1NS(=O)(=O)c1ccsc1C(=O)OC
0.075	30	i	Cc1[nH]nc2c1C(c1ccc(OC(=O)N3CCOCC3)cc1)C(C#N)=C(N)O2 (centres undefined)
0.054	49	i	COc1ccc(-c2ccc(=O)n(CCCC(=O)Nc3cc(C)ccc3C)n2)cc1OC
0.051	25	i	Cc1cc(C(=O)N(Cc2ccccn2)c2nc3ccc(Cl)cc3s2)on1
